POLK inh = DNA polymerase kappa (human) inhibition; Q9UBT6; purified Pol kappa, fluorescent DNA synthesis assay, 10 min; Potency, µM (series often up to 107 µM), without a hit: at the top dose activity, negative = inhibition, usual class: inhibitors; actives 0.53% (n = 400,000); AID 588579; note: % is set by controls: 0 for no effect and ±100 for the full control effect
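10 nM Pol kappa preincubated 15 min at room temperature with compounds, then reaction started with substrate at 50 nM final. Fluorescence read kinetically at 0 and 10 min; buffer-only wells served as negative control.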
Pol eta inh = inhibitors of human DNA polymerase eta; AID 588591; recombinant Pol eta, fluorescent DNA replication assay; Potency, µM (doses to about 114 µM), inactives show top-dose activity change, negative = inhibition, usual class: inhibitors; actives 1.2% (n = 390,000); note: % is set by controls: 0 for no effect and ±100 for the full control effect
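Pol eta at 10 nM preincubated with compounds 15 min at room temperature; reaction started with fluorescent substrate (50 nM final) and read kinetically at 0 and 10 min.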
BAZ2B inh = blocks human BAZ2B; AlphaScreen BAZ2B-H3K14Ac peptide displacement; AID 504333; Q9UIF8; Potency, µM (doses to about 114 µM), for inactives: at the highest dose activity change, negative = inhibition, hits mostly inhibitors; actives 4.4% (n = 360,000); note: % is set by controls: 0 for no effect and ±100 for the full control effect; nearly all actives have a fitted effect of over 60% in size
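Complex of BAZ2B and biotin-H3K14Ac (50 nM apiece) forms over 30 min at RT, then faces library compounds up to 110 uM for another 30 min; AlphaScreen beads added, 20 min dark incubation, luminescence read.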
BLM inh = inhibitors of human Bloom syndrome helicase BLM | actives 0.2% (n = 350,000) | recombinant BLM DNA unwinding, fluorescence dequenching | P54132 | Potency, µM (top dose mostly 56.1 µM), for the others: top-dose activity change, negative = inhibition, hits mostly inhibitors;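 note: plate controls were vehicle for no effect and no enzyme for full effect; nearly all actives have a fitted effect of over 35% in size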
JMJD2A Tudor = blocks the human JMJD2A Tudor domain. Potency, µM (titrated, usually from 114 µM), without a hit: at the top dose activity change, negative = inhibition, most hits filed as inhibitors. AID 504339. AlphaScreen JMJD2A-Tudor / H3K4me3 peptide binding. actives 4.4% (n = 390,000). O75164; note: % is set by controls: 0 for no effect and ±100 for the full control effect; nearly all actives have a fitted effect of over 50% in size
Pol beta inh = blocks human DNA polymerase beta activity; P06746; Pol beta primer extension/strand displacement, fluorescence kinetic; Potency, µM (top dose mostly 114 µM), inactives show top-dose activity change, negative = inhibition, usual class: inhibitors; actives 1.3% (n = 340,000); note: % is set by controls: 0 for no effect and ±100 for the full control effect
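Preincubation: enzyme (10 nM) with compound, 15 min, RT. Reaction: substrate added to 50 nM final. Reads: 0 and 10 min. Analysis: normalized, Hill fit.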
POLI inh = blocks human DNA polymerase iota activity; Potency, µM (top dose mostly 115 µM), without a hit: at the top dose activity, negative = inhibition, usual class: inhibitors; AID 588590; Q9UNA4; actives 1% (n = 390,000); Pol iota fluorescent replication assay, 10 min
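Pol iota at 10 nM preincubated 15 min with compounds at room temperature; reaction started with fluorescent substrate, 50 nM final. Fluorescence read kinetically at 0 and 10 min; buffer-only wells as negative control.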
APE1 inh = APE1 (human) endonuclease inhibition; recombinant APE1, TAMRA/BHQ-2 abasic DNA cleavage fluorescence; Potency, µM (series often up to 65.8 µM), for inactives: at the highest dose activity change, negative = inhibition, usual class: inhibitors; actives 0.35% (n = 350,000); AID 2517;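 note: plate controls were vehicle for no effect and reference inhibitor for full effect; nearly all actives have a fitted effect of over 55% in size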
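APE1 at 0.75 nM final was preincubated with compound 15 min at room temperature, then 50 nM double-stranded THF abasic-site substrate (5'-TAMRA/3'-BHQ-2) was added. Fluorescence (ex 525/em 598 nm) was read kinetically; third-minus-first read gave activity.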
G9a block = G9a (human) methyltransferase inhibition; G9a H3K9 monomethylation, AlphaScreen, 2 h; Potency, µM (series often up to 102 µM), for inactives: top-dose activity, negative = inhibition, usual class: inhibitors; actives 8.8% (n = 350,000); AID 504332; note: % is set by controls: 0 for no effect and ±100 for the full control effect; nearly all actives have a fitted effect of over 75% in size
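Methyltransferase reactions run at room temperature for 2 h (20 nM enzyme, 500 nM biotin-H3K9 peptide, 20 uM SAM) after a 15 min compound preincubation; product detected by AlphaScreen beads and anti-H3K9me1 antibody.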
* = called active by the depositor; ? = inconclusive; . = no result given; [ ] = another dose, or the depositor's remark. Calls come from the whole dose curve; as a rule, active = well fitted curve in the direction sought with a large enough effect; inconclusive = small, poorly fitted or top-dose-only effect, or another doubt; inactive = no such curve, though single readings can be large; an effect the other way counts as inactive or inconclusive. Potency is the fitted concentration of half-maximal effect. Not all compounds are listed; count on the stated rates, not on these rows.

Order of results: POLK inh, Pol eta inh, BAZ2B inh, BLM inh, JMJD2A Tudor, Pol beta inh, POLI inh, APE1 inh, G9a block
- O=c1ccc2c(o1)/C(=C/C=C(Cl)Cl)CCC2
 : -8%, -10%, 47%[activator], 1%, 6%[57.1 µM], 28µM*, ?, -4%, ?
- Cc1nc(SCC(=O)c2ccc(F)cc2)c([N+](=O)[O-])[nH]1
 : -4%, -11%, -26%, 0%, -6%, ?, 6%, 0%, .
- CCC(=O)N1CCc2cc(S(=O)(=O)NC(C(=O)NCc3ccccc3Cl)C(C)C)ccc21 (stereo unspecified)
 : 6%, 9%, ., -3%, -10%, 23%, 1%, ., -12%[59 µM]
- Cc1nn(C)c(C)c1C1C(C#N)=C(N)OC2=C1C(=O)CC(C)(C)C2 (stereo unspecified)
 : -10%, -8%, 1%, -8%, -5%, -12%, 107%[activator], -1%, 9%[59 µM]
- O=C(CCC(=O)OCc1ccc(Cl)cc1)Nc1cccc([N+](=O)[O-])c1
 : -19%, -14%, ?, -8%, -32%, -21%, 15%, -7%, -36%[0.501 µM]
- Cn1ccnc1Sc1cc(Cl)ccc1[N+](=O)[O-]
 : 4%, -3%, -18%, -2%, -21%, -23%, -26%, 1%, -4%
- COn1c(=O)c(-c2ccccc2)[n+]([O-])c2ccccc21
 : -3%, -1%, 1%, -3%, -22%, -19%, 49%[activator], 12%, 11%
- CCCN(C(=O)C1CCN(S(=O)(=O)c2c(C)noc2/C=C/c2ccc(C)cc2)CC1)c1ccccc1F
 : -6%[60.1 µM], -6%, -2%, -10%, -25%, 26%, -6%, ., 20%[59 µM]
- O=C(Cc1cccc(C(F)(F)F)c1)Nc1ccc(S(=O)(=O)N2CCCC2)cc1
 : -15%, -23%, 1%, ., -15%, ., 1%, -6%, 9%[0.501 µM]
- c1ccc(CNC2=NCCCC2)cc1
 : -13%, -6%, ?, -1%, ?, 7%, 2%, -4%, 14µM*
- C=CCc1cccc2cc(C(=O)N3CCN(C(=O)OCC)CC3)c(=O)oc12
 : -13%, ?, 8%, -4%, -27%, -12%, 9%, 4%, ?
- Cc1cc(C)c2c(N)c(C(=O)Nc3ccccc3Cl)sc2n1
 : -1%, ?, ., ., 4%, ., 113%[activator], ., .
- Cc1cc(C)nc(-n2ncc(C#N)c2N)n1
 : -4%, -10%, 1%, -4%, 1%, 7%, 10%, -1%, 4%
- CCOC(=O)C1=C(CCl)NC(=O)NC1c1ccc2c(c1)OCO2 (stereo unspecified)
 : -10%, -6%, -3%, -1%, -14%, 35%, ?, 1%, 20%[0.501 µM]
- NNC(=O)c1ccccc1-n1cccc1
 : -8%, 5%, -17%, -2%, -8%, 10%, 28%, -4%, -3%
- NC(=O)c1ccc(N=Nc2c(O)c3ccccc3[nH]c2=O)cc1
 : ., ., ?, -10%, ., 33%, ., 4%, ?
- O=C(O)CCC(=O)Nc1ccc(Oc2ncnc3cc(Cl)ccc23)nc1
 : -10%, -4%, -4%, -2%, -8%, 1%, 64%[activator], 18%, 19%[59 µM]
- O=C(NC1CC1)C1=COCCO1
 : -21%, -1%, 9%, 2%, ?, -25%, 2%, 0%, -67%
- C/C(=N\NC(=O)c1ccc(F)cc1)c1ccc(N2CCOCC2)cc1
 : -14%, -17%, -17%, -1%, -13%, 20%, 28%, -2%, 40%[activator]
- CCOc1ccc(C2C(C(=O)Nc3ccccc3OC)=C(C)Nc3c(C(=O)Nc4cccc(C)c4)cnn32)cc1 (stereo unspecified)
 : -3%, 6%, 5%[57.1 µM], -8%, -9%, 2%, -6%, ., -10%[59 µM]
- CCCCC(CC)C(=O)Nc1ccccc1C(=O)NC(C)C (stereo unspecified)
 : -7%, -8%, 6%, -4%, -17%, 2%, 17%, -2%, -5%[12.7 µM]
- COc1ccc(NC(=O)CCS(=O)(=O)c2cc3c(cc2Cl)NC(=O)CO3)cc1OC
 : -13%, -12%, -5%, 0%, -15%, 4%, -13%, 1%, 3%
- COC(=O)C1=NN(C(C)(C)CC(C)=O)C2C(=O)N(C3CCCCC3)C(=O)C12 (stereo unspecified)
 : -8%, -7%, -4%, -3%, -13%, 5%, 11%, 4%, 5%
- O=C(c1ccc(NC(=O)C2(c3ccccc3)CCCC2)cc1)N1CCOCC1
 : -12%, -3%, -19%, -1%, -9%, -2%, 44%[activator], -9%, 22%
- CC(C)c1nnc(NC(=O)CCC(=O)Nc2ccc(Cl)cc2)s1
 : 1%, -10%, -35%, 3%, -2%, 36%, 7%, 36%, 44%
- COc1ccc(OCC(=O)N2CCN(c3nnc(-c4ccc(C)cc4)c4ccccc34)CC2)cc1
 : -11%, -24%, -35%, -7%, ?, 0%, 156%[activator], -8%, ?
- O=C(/C=C/c1c(F)cccc1Cl)Nc1ncccn1
 : -13%, -14%, -7%, 2%, -6%, 2%, -3%, -1%, 23%[59 µM]
- COC1(c2cc(-c3ccccc3)nc(N)n2)CCCCC1
 : -8%, -10%, 10%, -8%, 0%, 4%, -14%, 8%, -2%[59 µM]
- COc1ccc(CCNC(=O)CS(=O)(=O)Cc2nc(-c3cccc(Cl)c3)oc2C)cc1OC
 : -7%, -9%, -3%, -3%, -15%, 36%, 12%, ., -43%[59 µM]
- CC(C)(C)c1nc(NCC2CCCO2)c2nnn(Cc3ccccc3)c2n1 (stereo unspecified)
 : -9%, -20%, -14%, -8%, -5%, 6%, 25%, 2%, 4%

Next section
Assay codes: A = POLK inh; B = Pol eta inh; C = BAZ2B inh; D = BLM inh; E = JMJD2A Tudor; F = Pol beta inh; G = POLI inh; H = APE1 inh; I = G9a block
Molecule: CC(Oc1ccc(Cl)cc1)C(=O)NNC(=S)NC(=O)c1ccco1 (stereo unspecified)
  A = -10%	B = -6%	C = 4%	D = 2%	E = -26%	F = 0%	G = 121%[activator]	H = 0%	I = 11µM*
Molecule: CC(C)N(CCCNC(=O)c1ccc(CS(=O)(=O)c2c(Cl)cccc2Cl)o1)Cc1ccccc1
  A = -14%	B = 3%	C = -11%	D = -7%	E = -10%	F = -14%	G = ?	H = 20%	I = -8%[59 µM]
Molecule: CCCN(CCC)S(=O)(=O)c1ccc(NS(=O)(=O)c2ccc(F)cc2)cc1
  A = -7%	B = -10%	C = -6%	D = -3%	E = -15%	F = 12%	G = -13%[58.9 µM]	H = -9%	I = 7%
Molecule: CC(=O)c1cccc(Nc2nc(-c3cccc([N+](=O)[O-])c3)cs2)c1
  A = -12%	B = -12%	C = -30%	D = -6%	E = -5%	F = -20%	G = 39%[activator]	H = 3%	I = ?
Molecule: CC(C)Oc1ccc(CCc2nnc(SCC(=O)O)n2-c2ccccc2)cc1
  A = -18%	B = -12%	C = -9%	D = 0%	E = -11%	F = 5%	G = 5%	H = -3%	I = ?
Molecule: O=C(Nc1nncs1)c1c(F)c(F)c(F)c(F)c1F
  A = -8%	B = -11%	C = -6%	D = 4%	E = 4%	F = -9%	G = 6%	H = 2%	I = -44%[59 µM]
Molecule: O=C(C1CCN(S(=O)(=O)c2cccs2)CC1)N1CCN(c2ccccc2)CC1
  A = -20%	B = 9%	C = ?	D = -3%	E = -4%	F = 12%	G = 8%	H = 1%	I = 0%
Molecule: O=C(Nc1cccc(-c2csc(Nc3cccc(C(F)(F)F)c3)n2)c1)c1ccccc1
  A = 10%	B = -20%	C = -3%	D = -15%	E = -24%	F = 0%	G = -6%	H = -3%	I = -8%[12.7 µM]
Molecule: COC(=O)c1c(NC(=O)c2cccs2)sc2c1CCCC2
  A = -7%	B = -15%	C = 59%[activator]	D = -4%	E = 70%[activator][11.4 µM]	F = 18%	G = 5%	H = -6%	I = -19%[59 µM]
Molecule: Cc1cc(C)n(Cc2ccc(C(=O)Nc3cccc(Br)c3)o2)n1
  A = -8%	B = -9%	C = -4%	D = -2%	E = -9%	F = 17%	G = 16%	H = -4%	I = 79µM*
Molecule: Cc1cccc(Cc2nnc(CCC(=O)N3CCCC(CN4CCOCC4)C3)o2)c1 (stereo unspecified)
  A = 2%	B = -16%	C = -2%	D = -3%	E = -3%	F = 11%	G = 14%	H = 9%	I = -23%
Molecule: COc1cccc(Cn2c(=O)n(CC3CCC(C(=O)N4CCCCC4)CC3)c(=O)c3sccc32)c1 (stereo unspecified)
  A = -1%	B = -12%	C = -24%	D = -4%	E = -32%	F = 17%	G = ?	H = .	I = 4%[59 µM]
Molecule: CCOC(=O)C(C)Sc1ncc(OC)c(Sc2ccc(Cl)cc2)n1 (stereo unspecified)
  A = -19%	B = -18%	C = 1%	D = -10%	E = 106%[activator]	F = 17%	G = -7%	H = 15%	I = -12%[0.0925 µM]
Molecule: COc1ccccc1CNc1ccc(Br)cn1
  A = -10%	B = -3%	C = 8%	D = -5%	E = 19%	F = 6%	G = -16%	H = -5%	I = 46%[activator]
Molecule: c1ccc(CSc2nc3ccccc3[nH]2)cc1
  A = -5%	B = -23%	C = 5%	D = -2%	E = 3%	F = 2%	G = 12%	H = -3%	I = 0%
Molecule: CSc1ccc(CN2CCC(Oc3ccc(C(=O)N4CCCC4)cc3)CC2)cc1
  A = 3%	B = -20%	C = -14%[57.1 µM]	D = 0%	E = -23%	F = 20%	G = 43%[activator]	H = 7%	I = 12%

6 of the compounds above, as tab-separated lines:
Molecule	POLK inh	Pol eta inh	BAZ2B inh	BLM inh	JMJD2A Tudor	Pol beta inh	POLI inh	APE1 inh	G9a block
CCCN(CCC)S(=O)(=O)c1ccc(NS(=O)(=O)c2ccc(F)cc2)cc1	-7%	-10%	-6%	-3%	-15%	12%	-13%[58.9 µM]	-9%	7%
CC(=O)c1cccc(Nc2nc(-c3cccc([N+](=O)[O-])c3)cs2)c1	-12%	-12%	-30%	-6%	-5%	-20%	39%[activator]	3%	?
CC(C)Oc1ccc(CCc2nnc(SCC(=O)O)n2-c2ccccc2)cc1	-18%	-12%	-9%	0%	-11%	5%	5%	-3%	?
O=C(Nc1nncs1)c1c(F)c(F)c(F)c(F)c1F	-8%	-11%	-6%	4%	4%	-9%	6%	2%	-44%[59 µM]
O=C(C1CCN(S(=O)(=O)c2cccs2)CC1)N1CCN(c2ccccc2)CC1	-20%	9%	?	-3%	-4%	12%	8%	1%	0%
O=C(Nc1cccc(-c2csc(Nc3cccc(C(F)(F)F)c3)n2)c1)c1ccccc1	10%	-20%	-3%	-15%	-24%	0%	-6%	-3%	-8%[12.7 µM]

Screening data (PubChem BioAssay)
